SENP6 inh: blocks the human protease SENP6. Q9GZR1. Recombinant SENP6 catalytic domain, aminoluciferin luminescence. inhibition, % at 10 µM. 330,000 tested, 1.8% active;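 active = inhibition above about 50% at the single tested dose, limit read from the data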;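 also: plate controls were DMSO wells with enzyme for no effect and DMSO wells lacking enzyme for full effect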
HKDC1 inhibitor: HKDC1 (human) hexokinase inhibition; 340,000 tested, 0.16% active; inhibition, % at 20 µM; recombinant HKDC1, G6PDH/diaphorase resazurin coupled fluorescence; Q2TB90;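 active = inhibition above about 35% when tested at 20 µM, limit read from the data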;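 also: plate controls were DMSO wells with enzyme for no effect and DMSO wells lacking enzyme for full effect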
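Test system: recombinant HKDC1 (HK5) hexokinase enzyme, produced in-house / Doses: 20 µM test compound, 1% DMSO / Timing: 90 min, room temperature / Detection: G6PDH/diaphorase-coupled fluorescence, 1 mM NADP, 100 µM resazurin, 525/613 nm / Control set: DMSO wells with and without enzyme mix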
beta cell repl: induces beta-cell replication in MIN6 cells; proliferation, % at 10 µM; MIN6 cells proliferation, ATPlite luminescence, 48 h; cells starved in 0.2% serum; 100% = growth in 10% serum; 330,000 tested, 0.29% active;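 active = compounds whose signal lies at least 3.5 SD above the mean of all wells on their plate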;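 also: 0% = DMSO-treated cells in low-serum medium and 100% = 10% serum control; some compounds called inactive have numbers as strong as hits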
SENP7 inh: SENP7 protease inhibition; Q9BQF6; recombinant SENP7, Z-RLRGG-aminoluciferin luminescence, 40 min; inhibition, % at 5 µM; 330,000 tested, 1.5% active; AID 434973;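 active = inhibition above about 50% at the single test dose, limit read from the data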;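 also: plate controls were DMSO with enzyme for no effect and no enzyme buffer wells for full effect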
Target sequence (Q9BQF6 706-1050 limits assumed): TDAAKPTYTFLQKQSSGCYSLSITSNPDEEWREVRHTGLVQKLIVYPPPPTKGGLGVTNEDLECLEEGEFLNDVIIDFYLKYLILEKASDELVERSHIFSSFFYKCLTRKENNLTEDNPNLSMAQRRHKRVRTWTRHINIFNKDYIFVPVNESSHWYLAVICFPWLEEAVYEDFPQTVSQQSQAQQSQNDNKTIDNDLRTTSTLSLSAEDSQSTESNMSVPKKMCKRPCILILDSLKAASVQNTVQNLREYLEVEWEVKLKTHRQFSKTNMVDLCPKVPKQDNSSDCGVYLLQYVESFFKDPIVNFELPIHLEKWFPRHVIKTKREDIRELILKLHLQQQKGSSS
UBC13 inh: inhibitors of human UBC13 polyubiquitin chain formation; P61088; TR-FRET; inhibition, % at 20 µM; 330,000 tested, 0.47% active; AID 485273; in the data active = inhibition above about 45%, passing the limit was not always enough
Target sequence (P61088 whole entry, looked up): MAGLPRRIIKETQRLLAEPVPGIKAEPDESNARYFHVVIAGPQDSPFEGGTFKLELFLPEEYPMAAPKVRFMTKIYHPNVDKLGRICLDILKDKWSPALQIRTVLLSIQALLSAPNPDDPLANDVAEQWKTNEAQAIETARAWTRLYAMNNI
PfGluPho inh: PfG6PD (Plasmodium falciparum) enzyme inhibition | inhibition, % at 20 µM | PfGluPho enzyme, NADPH resazurin-diaphorase fluorescence | 350,000 tested, 0.78% active;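 active = inhibition reaching at least a set limit at 20 µM in the primary screen, cut at about 59% in these data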;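 also: 0% = DMSO wells with substrate and 100% = DMSO wells lacking glucose-6-phosphate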
SENP8 block-1: inhibitors of human SENP8 protease; Q96LD8; AID 2540; inhibition, % at 10 µM; purified SENP8, Z-RLRGG-aminoluciferin cleavage, luminescence; 330,000 tested, 1.2% active; in the data active = inhibition above about 50%
Target sequence (Q96LD8 whole entry, looked up): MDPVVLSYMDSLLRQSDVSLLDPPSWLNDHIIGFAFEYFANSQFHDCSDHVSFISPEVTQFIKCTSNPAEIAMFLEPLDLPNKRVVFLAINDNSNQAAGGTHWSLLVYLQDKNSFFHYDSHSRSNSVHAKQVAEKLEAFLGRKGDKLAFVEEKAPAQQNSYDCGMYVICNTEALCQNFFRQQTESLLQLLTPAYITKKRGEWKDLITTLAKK
SENP8 block-2: blocks human SENP8 cleavage of Nedd8 substrate; 360,000 tested, 0.64% active; inhibition, % at 20 µM; recombinant SENP8, Nedd8 substrate fluorescence; AID 602440; Q96LD8; in the data active = inhibition mostly above about 40%, no sharp cut-off; inactive = mostly below about 27%
SENP1 FRET inh: blocks the human SENP1 SUMO protease catalytic domain. Q9P0U3. recombinant SENP1 catalytic domain, CyPet-SUMO1-YPet FRET cleavage. inhibition, % at 10 µM. 360,000 tested, 0.21% active;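 active = inhibition at least 30% at 10 µM, raw YFP signal under a set limit, fluorescence ratio 0.5 to 1.5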;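 also: 0% = enzyme with DMSO and 100% = no enzyme wells; some results filed as inactive read as strong as hits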
Target sequence (Q9P0U3 419-644 limits assumed): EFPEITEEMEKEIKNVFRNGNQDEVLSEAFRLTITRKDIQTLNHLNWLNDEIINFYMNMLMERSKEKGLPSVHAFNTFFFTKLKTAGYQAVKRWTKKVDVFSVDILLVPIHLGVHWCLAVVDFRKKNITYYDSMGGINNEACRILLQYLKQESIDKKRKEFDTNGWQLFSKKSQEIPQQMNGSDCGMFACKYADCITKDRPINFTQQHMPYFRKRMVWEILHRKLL
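Material: hSENP1 catalytic domain, recombinant; medium: Tris pH 8 with BME, BSA, NP40 and catalase; compound: single concentration of 10 µM compound, 0.5% DMSO final; technique: FRET read of cyan and yellow fluorescence; timing: 50 min enzyme reaction, room temperature, light-protected; reagent: SFCypet-SUMO1-SFYpet substrate at 25 nM; control set: no-enzyme low, enzyme-DMSO high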
* marks the source's active call; other numbers are inactive results; / = no result given. No enrichment for hits; 4% or so of the library scored in one or more.

SMILES | SENP6 inh | HKDC1 inhibitor | beta cell repl | SENP7 inh | UBC13 inh | PfGluPho inh | SENP8 block-1 | SENP8 block-2 | SENP1 FRET inh
COc1ccc(C2=[N+]([O-])C(C)(C)N(O)C2C)cc1 (stereo not drawn) | -0.4 | -3.8 | 1.8 | -5.7 | -0.5 | -5.1 | -2.0 | 12.5 | 2.6
O=C(NC1CCCCC1)N(Cc1nc2ccccc2c(=O)[nH]1)C1CCCC1 | -11.0 | -4.5 | -2.3 | 4.3 | 5.6 | -10.2 | -7.4 | -90.4 | 2.3
COc1cc(OC)cc(C(=O)N[C@H](C(=O)Nc2nc3ccc(S(C)(=O)=O)cc3s2)C(C)C)c1 | -6.4 | 7.7 | 0.0 | -1.7 | 1.1 | 3.8 | 3.9 | -2.3 | -0.4
CN1C(=O)/C(=C/c2cn(CC(=O)NCc3ccco3)c3ccccc23)NC1=S | 10.4 | / | 2.6 | 5.2 | -11.3 | / | 1.4 | / | /
O=C(C1CCCC1)N1CCN=C1SCc1cccc([N+](=O)[O-])c1 | 1.8 | 0.3 | -2.5 | -3.5 | 17.1 | 3.9 | -6.0 | 10.6 | 3.3
CCOc1cc(/C=C2\C(=O)N(c3cccc(C(F)(F)F)c3)C(=O)c3ccccc32)ccc1O | 25.4 | 1.8 | 0.0 | 10.3 | -4.6 | 3.5 | 4.3 | 27.4 | -24.6
CC(C)(C)NC(=O)CSc1nc(O)cc(=O)n1-c1ccccc1F | -1.7 | -0.3 | 0.3 | 4.1 | 3.8 | -12.7 | 3.3 | -9.1 | 7.4
O=C(NCc1ccc2c(c1)OCO2)c1ccc(S(=O)(=O)NCC2CCCO2)cc1 (stereo not drawn) | -6.0 | -2.7 | -1.5 | 14.0 | 1.6 | -0.4 | -8.3 | 13.5 | 0.5
CCS(=O)(=O)NCCc1ccc(OC)c(OC)c1 | -28.7 | -1.3 | 3.0 | 6.0 | 5.1 | -2.9 | 3.2 | 11.4 | 0.4
COc1ccccc1N1CC(C(=O)OC(C)C(=O)N2CCCc3ccccc32)CC1=O (stereo not drawn) | 1.7 | -0.4 | -1.0 | 4.7 | 6.8 | 8.7 | 1.5 | 20.6 | -0.5

Grouped by structure: the entries above containing nitrogen in an aromatic ring (4)
SMILES | SENP6 inh | HKDC1 inhibitor | beta cell repl | SENP7 inh | UBC13 inh | PfGluPho inh | SENP8 block-1 | SENP8 block-2 | SENP1 FRET inh
O=C(NC1CCCCC1)N(Cc1nc2ccccc2c(=O)[nH]1)C1CCCC1 | -11.0 | -4.5 | -2.3 | 4.3 | 5.6 | -10.2 | -7.4 | -90.4 | 2.3
COc1cc(OC)cc(C(=O)N[C@H](C(=O)Nc2nc3ccc(S(C)(=O)=O)cc3s2)C(C)C)c1 | -6.4 | 7.7 | 0.0 | -1.7 | 1.1 | 3.8 | 3.9 | -2.3 | -0.4
CN1C(=O)/C(=C/c2cn(CC(=O)NCc3ccco3)c3ccccc23)NC1=S | 10.4 | / | 2.6 | 5.2 | -11.3 | / | 1.4 | / | /
CC(C)(C)NC(=O)CSc1nc(O)cc(=O)n1-c1ccccc1F | -1.7 | -0.3 | 0.3 | 4.1 | 3.8 | -12.7 | 3.3 | -9.1 | 7.4

Remaining list, next part:
SMILES | SENP6 inh | HKDC1 inhibitor | beta cell repl | SENP7 inh | UBC13 inh | PfGluPho inh | SENP8 block-1 | SENP8 block-2 | SENP1 FRET inh
Cn1cc(C(=O)NC2CCCCCC2)c(=O)c2cc(S(=O)(=O)N3CCCC3)ccc21 | 2.6 | -8.8 | 0.0 | -1.1 | 5.8 | 5.0 | 1.4 | 8.9 | -0.8
CC1Cc2ccccc2N1S(=O)(=O)c1cnc(Cl)c(Br)c1 (stereo not drawn) | -2.9 | 2.7 | -5.8 | -2.8 | 4.1 | 1.9 | 2.8 | 28.1 | 4.3
CC1CCN(Cc2c(C(=O)N/N=C/c3ccccc3O)nnn2-c2nonc2N)CC1 | -8.5 | -10.3 | -2.0 | 9.5 | -7.5 | -9.9 | 3.5 | 9.7 | -10.4
CCOC(=O)c1c(NC(=O)COC(=O)CCOc2ccc(OCC)cc2)sc(C(=O)N(C)C)c1C | -6.9 | 3.5 | 0.8 | -5.5 | -7.1 | -14.2 | 1.3 | -4.6 | -0.2
COc1ccccc1-c1nnc(NC(=O)CSc2nncn2C)s1 | -7.9 | -5.3 | -5.3 | 9.1 | 5.6 | -5.2 | -17.4 | -4.4 | 1.0
O=C1CC(c2ccc(O)cc2)Oc2ccccc21 (stereo not drawn) | 14.9 | 1.8 | -3.8 | 0.3 | 6.1 | -17.1 | 35.5 | 16.3 | 4.6
CCCCOC(=O)Nc1ccc(OC)cc1S(=O)(=O)N1CCOCC1 | 17.7 | -4.9 | 3.8 | -5.2 | 2.7 | -4.8 | 3.9 | 13.8 | 0.9
CCOC(=O)C1CCN(C(=O)CCN2C(=O)C3C4C=CC(C4)C3C2=O)CC1 (stereo not drawn) | 1.9 | 0.5 | -2.4 | -2.4 | 2.3 | -7.3 | 3.0 | -3.8 | 1.1
COc1ccc(Nc2nc(-c3ccccc3)nc3ccccc23)c(OC)c1 | 14.1 | 4.3 | -0.2 | -7.2 | 7.5 | 22.9 | -14.5 | -122.5 | -2.9
Clc1ccc(C[n+]2cc(-c3ccccc3)n3c2CCCCC3)c(Cl)c1 | 1.4 | -5.8 | -5.8 | -1.6 | 14.8 | -2.9 | 1.5 | 19.2 | 2.0
O=C(COn1nnc2ccc(C(F)(F)F)cc21)Nc1c(Cl)cccc1Cl | 2.3 | -2.9 | -1.9 | 4.9 | 1.0 | 4.9 | -8.6 | 21.8 | 1.7
Cc1ccccc1-n1c(=O)c2ccccc2n2nnnc12 | -2.4 | -8.0 | -1.9 | -2.4 | 5.2 | 15.5 | -0.6 | 20.9 | 1.1
O=C(NCCC1CCCCN1S(=O)(=O)c1ccc(F)cc1)C(=O)NC1CCCC1 (stereo not drawn) | 0.6 | -1.9 | -5.6 | 0.9 | -4.5 | 4.5 | 4.4 | 1.8 | 1.0
CCN1CCN(C(=O)CN(c2cccc(Br)c2)S(=O)(=O)c2ccccc2)CC1 | 3.1 | -4.3 | 2.6 | 4.8 | -0.5 | -4.7 | -1.2 | 15.4 | 3.9
O=C(NCC(=O)N1CCCC(C(F)(F)F)C1)c1cccs1 (stereo not drawn) | / | -6.1 | / | / | / | 1.9 | / | 20.9 | 0.9
CC(=O)c1ccc(Sc2ccccn2)c([N+](=O)[O-])c1 | 5.4 | -1.0 | -2.6 | 1.5 | 4.9 | 11.9 | 1.6 | 14.3 | 4.1
CSc1nc(=S)n(Cc2ccccc2)c(C)c1C(C)=O | -3.6 | -4.6 | 0.0 | -9.1 | -10.9 | 0.3 | -15.2 | 4.7 | -5.1
CCS(=O)(=O)N1CCC(C(=O)NCc2ccccn2)CC1 | -14.8 | -10.0 | 0.6 | 2.2 | 1.3 | 0.6 | 14.6 | 4.9 | -0.6
O=C1OCC/C1=C\c1ccccc1 | -3.0 | -13.3 | -2.7 | -0.3 | -11.3 | 0.2 | -6.1 | 14.1 | 3.1
Cc1ccc(OC(=O)c2cccc([N+](=O)[O-])c2)c(-n2nc3ccccc3n2)c1 | 93.0* | -6.9 | 0.0 | 90.0* | -3.4 | 1.7 | 86.7* | 15.8 | -2.7
Cc1nnc(N2C(=O)C(=O)/C(=C(/O)c3ccc4c(c3)OCCO4)C2c2ccc(F)cc2)s1 (stereo not drawn) | 2.1 | 2.4 | 2.7 | -1.4 | -2.4 | -16.9 | 0.6 | -22.5 | 5.9
CC(C)(C)C1CCC(=NNC(=O)C(=O)NCc2cccnc2)CC1 (stereo not drawn) | -14.5 | -6.8 | -3.8 | -0.3 | 7.1 | -8.6 | -3.9 | 22.7 | 1.6
C/C=C/C(=O)OCC(=O)Nc1ccc(F)cc1Cl | -10.0 | -5.6 | -2.0 | 5.0 | -1.8 | 3.9 | -1.2 | 10.4 | -0.2
O=C(NC1CCCC1)C(c1ccsc1)N(CCc1ccccc1)C(=O)Cc1cccs1 (stereo not drawn) | -5.5 | -9.7 | 3.6 | -4.1 | -8.7 | 3.3 | -1.2 | 14.3 | 0.7
CCN(CC(=O)Nc1c(F)cccc1F)C(=O)COc1ccc2c(c1)CCC2 | -19.6 | 3.1 | 0.6 | 11.2 | 6.0 | -5.0 | -16.0 | -13.2 | 0.8
O=C(Nc1ccc(Cl)c(Cl)c1)c1ccccc1 | 89.5* | -3.8 | -5.5 | 80.0* | 10.7 | 29.4 | 83.9* | 8.3 | -1.9
COC(=O)NC1(C(F)(F)F)C(=O)Nc2c1c(=O)n(C)c(=O)n2C (stereo not drawn) | -28.3 | -7.8 | -0.5 | 1.4 | 2.0 | 1.8 | -2.7 | 15.6 | -0.4
NS(=O)(=O)c1ccc(NC(=O)COC(=O)c2ccc(Cl)cc2[N+](=O)[O-])cc1 | -5.6 | -6.7 | -0.7 | -2.3 | -8.1 | -8.0 | -2.7 | 11.8 | 1.4
O=C(CN1CCCCCC1)Nc1cccc(Br)c1 | 5.2 | -5.5 | -1.9 | 1.7 | 2.6 | -14.6 | 3.1 | 16.4 | 3.0
O=C(CCNS(=O)(=O)c1c(Cl)cccc1Cl)OCC(=O)c1ccccc1F | -4.9 | -8.4 | -1.7 | -3.5 | 4.3 | -7.2 | -8.9 | 20.4 | -1.7
CN(C)C(CNC(=O)c1cccc(S(=O)(=O)N(C)C)c1)c1ccccc1 (stereo not drawn) | -12.0 | -6.0 | 0.0 | -5.8 | -9.1 | 12.2 | -8.6 | 13.2 | -0.4
COc1cc(C=O)ccc1OCCCOc1ccc([N+](=O)[O-])cc1 | 9.9 | -1.2 | 0.0 | 3.0 | 1.3 | 17.3 | 4.8 | 21.5 | 21.0
O=C(N/N=C/c1ccc(Br)o1)/C(=C/c1ccc([N+](=O)[O-])cc1)NC(=O)c1ccccc1 | 4.4 | 11.1 | -2.2 | 1.7 | -3.5 | 6.5 | -2.9 | 13.1 | 4.6
Cc1oc(-c2ccccc2)[n+]([O-])c1C | -6.2 | -1.1 | 1.0 | 9.3 | -4.4 | 0.0 | -2.7 | 12.5 | -0.9
O=C(COC(=O)CCC(=O)c1cccs1)Nc1ccc(Cl)cn1 | 1.2 | -5.6 | -3.1 | -1.6 | -2.0 | -2.9 | 12.6 | -18.8 | -3.4
Fc1ccc(Nc2ccnc(Nc3ccc(F)cc3)n2)cc1 | -18.0 | -4.8 | -4.7 | 0.8 | 32.0 | 15.0 | -9.1 | -22.1 | -1.9
CCC(=O)N1CCN(c2ccccc2NC(=O)Cc2ccc(Cl)cc2)CC1 | -9.4 | -5.6 | 2.1 | 0.3 | -3.7 | 0.5 | 6.8 | 11.6 | 0.4
CC(C)Cc1n[nH]c(=O)c2c1nnn2Cc1ccccc1F | -3.5 | 1.8 | 1.6 | 1.3 | 0.4 | -1.9 | 5.5 | 2.2 | -11.3
O=C(CSc1nncc2ccccc12)Nc1cccc(C(=O)O)c1 | 2.6 | -4.8 | -2.7 | 3.3 | 19.0 | -1.2 | -0.4 | 6.0 | 4.1
NCCCC[C@H]1CNC(=S)N1CC1CCCCC1 | -3.9 | -3.5 | -2.3 | 6.1 | -3.3 | -2.8 | -3.3 | -0.5 | 2.3
Cc1cc(=O)n2nc(N3CCC(C(=O)NCCc4ccc(Cl)cc4)CC3)sc2n1 | 0.6 | -5.5 | -4.8 | -5.2 | 0.8 | 22.9 | -5.5 | 9.5 | -3.0
C=CCC(=O)N1CCCC(C(=O)c2ccc(Cl)cc2)C1 (stereo not drawn) | -16.5 | -3.7 | -2.7 | -5.3 | -0.8 | 12.1 | -5.3 | 3.7 | 1.7
